Assay outcomes: PubChem, several laboratories
p97 inhibitor: inhibitors of human p97 ATPase | inhibition, % at 8 µM | 220,000 tested, 0.42% active | P55072 | recombinant p97 ATPase, Kinase-Glo ATP luminescence, 3 h | AID 1481; in the data active = inhibition above about 15%;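 note: 0% = DMSO vehicle and 100% = wells lacking enzyme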
Target sequence (P55072 whole entry, looked up): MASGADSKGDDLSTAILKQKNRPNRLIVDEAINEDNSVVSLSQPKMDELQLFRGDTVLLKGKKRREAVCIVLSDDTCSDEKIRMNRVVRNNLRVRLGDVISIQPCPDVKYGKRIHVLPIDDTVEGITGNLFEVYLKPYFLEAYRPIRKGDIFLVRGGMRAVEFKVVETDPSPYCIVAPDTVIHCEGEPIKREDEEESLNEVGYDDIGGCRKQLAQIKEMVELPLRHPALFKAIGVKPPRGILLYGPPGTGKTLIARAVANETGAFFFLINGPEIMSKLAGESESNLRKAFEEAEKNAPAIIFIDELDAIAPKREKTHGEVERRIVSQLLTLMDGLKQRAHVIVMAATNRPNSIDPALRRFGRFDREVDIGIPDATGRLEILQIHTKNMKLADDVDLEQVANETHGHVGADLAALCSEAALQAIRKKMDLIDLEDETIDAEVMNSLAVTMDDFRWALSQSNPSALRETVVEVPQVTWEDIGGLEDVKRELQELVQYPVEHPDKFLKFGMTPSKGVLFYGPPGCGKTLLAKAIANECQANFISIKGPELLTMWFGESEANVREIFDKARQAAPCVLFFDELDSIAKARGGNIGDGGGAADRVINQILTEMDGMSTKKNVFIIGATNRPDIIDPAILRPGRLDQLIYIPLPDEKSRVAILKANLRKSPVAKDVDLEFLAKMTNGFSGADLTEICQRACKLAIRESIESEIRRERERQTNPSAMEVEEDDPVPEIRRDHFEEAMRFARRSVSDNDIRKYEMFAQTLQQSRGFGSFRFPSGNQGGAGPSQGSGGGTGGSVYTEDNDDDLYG
FXIa inh 1536: inhibitors of human coagulation factor XIa | P03951 | purified FXIa, Boc-Glu-Ala-Arg-AMC fluorogenic substrate | inhibition, % at 5 µM | 220,000 tested, 0.14% active;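 active = inhibition of at least 40%; inactive = inhibition below 40%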;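 note: fluorescence of freed AMC excited at 355 nm; 0% = enzyme without compound and 100% = no enzyme blank; many of its hits are not listed in these tables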
PERK inh: human PERK inhibition, primary cell-based screen. inhibition, % at 5.6 µM. AID 1416. CHO PERK-DD fusion, SEAP luminescence translation reporter. 220,000 tested, 0.17% active. Q9NZJ5;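 active = inhibition above the mean inhibition of all tested compounds plus 3 SD, set separately per screening campaign, cut at about 2.9% in these data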;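 note: PERK kinase domain activated by AP20187 dimerizer at 100 nM; 0% = DMSO with dimerizer and 100% = rapamycin at 8.4 µM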
Cl transport mod: modulators of human KCC2 chloride dependent transport; Q9H2X9; KCC2 cells, thallium flux FluoZin-2 fluorescence; B-score of Tl+ flux slope (higher = more flux/activation; lower = inhibition) at 10 µM; 190,000 tested, 2.2% active;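 active = thallium flux slope and its plate-corrected score both differing from the plate sample mean at a set confidence after two filtering rounds, in either direction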;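 note: slope of fluorescence scaled to starting intensity during 10 to 20 s after thallium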
FXIIa inh 1536: inhibitors of human coagulation factor XIIa; purified FXIIa, Boc-QGR-AMC fluorogenic substrate, 2 h; inhibition, % at 5 µM; 220,000 tested, 0.3% active; P00748; in the data active = inhibition above about 40%;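 note: 0% = enzyme with no compound and 100% = blank without enzyme; many of its hits are not listed in these tables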
Furin inh: inhibitors of human furin; purified furin, fluorogenic substrate cleavage; inhibition, % at 30 µM; 220,000 tested, 0.061% active; in the data active = inhibition above about 25%; note: inactives centre near -15
thrombin 1536: blocks human thrombin protease activity. P00734. alpha-thrombin, Boc-VPR-AMC fluorogenic substrate cleavage. inhibition, % at 5 µM. 220,000 tested, 0.26% active;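 active = inhibition at or above 40%; inactive = inhibition below 40%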;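 note: 0% = enzyme with no compound and 100% = wells without enzyme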
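Material: human alpha-thrombin enzyme / Medium: pH 7.5 Tris (50 mM) with NaCl 150 mM, Tween 20 0.05% / Compound: single-point dosing at 5 µM, 0.2% DMSO / Incubation: enzyme reaction carried out at room temperature / Detection: AMC fluorescence, 355/460 nm / Read-out basis: percent inhibition scaled between no-compound controls and no-enzyme blanks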
Wee1 stabilizer: human Wee1 degradation inhibition, primary screen | AID 1321 | 220,000 tested, 1.2% active | P30291 | reporter increase, % at 5 µM | HeLa Luc-Wee1K328M stability, luciferase luminescence; 100% = proteasome inhibitor MG132 effect;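 active = activation above the mean of all tested compounds plus 3 SD, set per screening run, cut at about 8.8% in these data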;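 note: cells exposed to compound for 20 h before luminescence read; 0% = DMSO alone and 100% = MG132 at 30 µM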
KLK5 inh: blocks human kallikrein 5 protease activity. 210,000 tested, 0.59% active. AID 873. inhibition, % at 5 µM. Q9Y337. recombinant hK5, fluorogenic AMC substrate cleavage;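 active = inhibition of 40% or more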;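 note: 0% = enzyme controls without compound and 100% = no-enzyme blanks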
An asterisk follows results filed as active; i = inactive; / = no result given; [ ] = dose if it differs, or a comment.

p97 inhibitor	FXIa inh 1536	PERK inh	Cl transport mod	FXIIa inh 1536	Furin inh	thrombin 1536	Wee1 stabilizer	KLK5 inh	compound
-1	-1	0.6	-0.15	5	-23	-5	3	/	CCOc1cc(CNCC(C)C)c(Cl)cc1OCC(=O)Nc1ccccc1
6	2	0.5	-1.9	11	-4[20 µM]	-1	3	-12	Cc1ccc(-c2nnc(N3CCN(C(=O)CSc4ncn[nH]4)CC3)c3ccccc23)cc1
/	4	/	-0.21	11	-15	0	/	7	CCCCCC(=O)Nc1cccc(C2=NOC3(C2)C[C@@H](C(N)=O)N(C(=O)c2ccc(Cl)cc2)C3)c1 (some centres undefined)
3	4	0.8	/	14	-26[20 µM]	-1	1	-10	CN1CCCCc2c1nc1c(c2N)CCCC1
9	-4	0.2	/	-3	-12[20 µM]	-2	-2	1	CN1CCN(c2nc(C#N)cc(-c3ccccc3)n2)CC1
2	5	-0.1	-3	9	-23	-7	9.0*	-12	O=C(/C=C/c1ccccc1)Nc1ccc(N2CCCCC2)cc1
0	1	1.3	1.4	8	-23	-3	2	1	Cc1ccc(-c2cc(Cc3ccc(N(C)C)cc3)c(=O)[nH]n2)cc1
3	0	1.6	0.57	-7	-10[20 µM]	-6	5	-28	O=C(OCC(=O)c1ccccc1Br)c1ccccn1
-10	7	-1.7	/	21	-7[20 µM]	5	1	5	CC1CCCC(C)N1C(=O)CSc1nnc(COc2ccccc2)n1-c1ccccc1 (centres undefined)
-1	-6	0.4	/	2	-26	-3	0	0	CCOC(=O)c1oc2ccc(S(=O)(=O)n3nc(-c4ccc(C)cc4)cc3N)cc2c1C
-3	-8	0.4	/	4	-26	-10	-1	-23	O=C(CCn1c(=O)sc2ccccc21)Nc1nc2ccccc2s1
-3	-3	-1.3	-0.012	3	-16	-1	0	-1	Cc1ccc(S(=O)(=O)N(C)C)cc1NC(=O)c1sccc1Cl
3	4	1.4	-0.58	5	-14	-3	-1	-15	CC1=C(C(=O)OCC(C)C)C2(O)C(=O)c3ccccc3C2(O)N1 (centres undefined)
1	1	-0.4	-0.86	-6	-20[20 µM]	-22	-1	0	O=C(NC12CC3CC(CC(C3)C1)C2)N1CCN(c2ccccn2)CC1
4	2	0.6	-0.025	1	-34	-1	0	-3	CCN(C(=O)COC(=O)c1ccc(COc2ccc3c(C)cc(=O)oc3c2)cc1)C1CCS(=O)(=O)C1 (centres undefined)
0	-11	1.4	/	6	-7	-2	1	3	CCCCN1C(=O)/C(=c2\sc3nc(=O)c(-c4ccccc4)nn3c2=O)c2ccccc21
-5	-14	0.0	0.47	-5	-10	-11	-4	-16	CC(C)(C)C(=O)NC(=S)N1CCCC1
-3	6	0.1	-2.5	9	-15	-15	-2	-9	C=CCn1c(SCC(=O)NCCOC)nnc1-c1cc2c(s1)CCC(CC)C2 (centres undefined)
3	9	-0.5	-0.82	16	-20[20 µM]	5	3	0	COc1ccc(NC(=S)Nc2ccc(OCc3ccccc3)cc2)cc1OC
-4	9	-0.2	/	9	-12[20 µM]	4	4	14	O=C(OCCNC(=O)c1ccc2ccccc2n1)c1cccnc1
0	0	0.5	1.4	7	-31	-4	-1	-12	O=C(NCc1cccnc1)c1cccc(S(=O)(=O)N2CCOCC2)c1
7	7	-0.3	0.35	14	-29	2	-1	-2	CCOC(=O)C1=C(C)NC(=O)NC1c1ccc2c(c1)OCCO2 (centres undefined)
-1	-10	-0.2	-1.7	-2	-25	2	-2	-5	CCOC(=O)N1CCN(C(=O)CSc2nnc(-c3ccc(C)c(C)c3)o2)CC1
1	5	-0.5	0.7	2	-1	-5	0	7	CCOC(=O)C(=CNc1cc(Cl)c(-c2ccco2)c(Cl)c1)C(=O)OCC
15*	-5	-0.1	-0.17	3	-10	4	0	-1	CC(C)N(C(=O)COC(=O)[C@H](C)NC(N)=O)c1ccccc1
2	-1	-1.2	1.1	9	-10	1	3	-10	O=C(Nc1cccc(O)c1)c1ccc(Br)c(S(=O)(=O)N2CCCCC2)c1
5	1	-1.9	/	15	-4[20 µM]	0	2	-9	Cn1cc(C(=O)c2ccc(Cl)cc2Cl)cc1C(=O)N/N=C(\N)COc1ccc(Cl)cc1Cl
-6	-4	-0.8	-1.1	4	-15	-10	-1	0	CN(C(=O)COC(=O)c1ccc(Cl)cc1N)C1CCCCC1
2	14	0.8	-0.34	11	-27[20 µM]	0	0	4	CS(=O)(=O)Nn1cnc2ccccc2c1=O
5	-4	0.4	-0.71	6	-22	5	6	-8	CCOC(=O)c1ccc(N=c2sc(C(=O)OC)cc(=O)n2Cc2ccco2)cc1
3	9	1.2	-0.73	10	-3	6	0	3	O=C(NCCc1c[nH]c2ccccc12)c1ccc(-n2cnnn2)cc1
2	1	0.8	0.83	8	-17	-4	2	/	Cc1ccc(NC(=S)Nc2cc(C(=O)O)ccc2N2CC3CC(C2)c2cccc(=O)n2C3)cc1C (centres undefined)
16*	4	2.0	1.2	7	-12	-4	0	3	COCCCNc1nc2nonc2nc1N1CCN2CCCC2C1 (centres undefined)
-4	-6	0.1	/	2	-19	-5	-2	3	COC(=O)c1ccc2[nH]c(C)cc(=O)c2c1
-2	5	-0.5	0.29	10	-9	3	0	-2	CCOc1cc(NC(=S)NCCCOC)c(OCC)cc1NC(=O)c1ccco1
-2	35	0.2	0.2	56*	-27	0	0	8	Cc1cccc(NC(=O)CSCc2c(C)noc2C)c1C
-2	1	-0.7	/	13	-17	1	0	-4	Cc1cccc(-c2nc(CSCC(=O)N3CCN(c4ccccn4)CC3)c(C)o2)c1
3	5	1.0	2.5	8	1[20 µM]	5	0	-8	Cc1ccc(/C=N/NC(=S)NC(C)C)o1
-5	17	0.1	i	20	-15	14	2	0	CN(C)c1ccc(N=Cc2nc(-c3ccccc3)oc2OC(=O)c2cccc(Cl)c2)cc1
7	2	1.0	-0.073	3	-28	/	-2	-2	Cc1ccccc1S(=O)(=O)Nc1nc2ccccc2nc1Cl
1	11	-1.0	0.96	15	-5	2	4	-9	COc1ccc(N(Cc2cc3ccccc3[nH]c2=O)S(C)(=O)=O)cc1
8	5	1.1	0.13	11	-7	-17	-1	-11	CNc1ccc(NC(C)=O)cc1[N+](=O)[O-]
0	-10	-0.9	-0.032	-6	-6	0	2	-14	CCn1c(SCC(=O)c2ccc3c(c2)OCCO3)nnc1C(C)C
1	-1	-0.2	1.4	4	8	3	0	18	COC(CNC(=O)c1ccc(N2CCC3(CC2)OCCO3)c([N+](=O)[O-])c1)OC
4	8	-0.3	/	10	-20	-1	1	-2	COC(=O)c1cc(=O)n(-c2ccc(C(F)(F)F)cc2)[nH]1
-7	-7	0.8	0.16	2	-16	-7	1	-9	Cc1ccccc1SCC(=O)OCC(=O)Nc1ccc(N(C)C)cc1
2	-7	0.6	-0.025	3	-11	0	3	-12	Cc1ccc(S(=O)CCNC(=O)Cc2ccc(Cl)cc2)cc1 (centres undefined)
-1	-2	1.0	7.8*	-2	-6[20 µM]	0	0	-18	O=C(O)CSc1ncnc2sc3c(c12)CCC3
-1	-10	0.4	0.41	-1	-23	-6	5	2	COC(=O)C1=C(N)Oc2c(oc(CO)cc2=O)C1c1ccc(F)cc1 (centres undefined)
-2	38	0.9	-0.38	14	-23[20 µM]	0	1	-14	CCOC(=O)c1c(NC(=O)CSc2nncs2)sc(C)c1C
-10	9	0.1	-1.1	4	-16	-1	-2	-3	COC(=O)c1ccc(OCC(O)CN(CCO)CC(O)Cn2ccc3ccccc32)cc1 (centres undefined)
-2	0	-0.3	-0.0022	4	0	-13	5	-14	CNC(=O)C1Cc2ccccc2CN1S(=O)(=O)c1cccs1 (centres undefined)
-5	-1	-0.6	0.88	1	-18[20 µM]	-7	2	11	CS(=O)(=O)N(CC(=O)NCc1ccccn1)Cc1ccc(Cl)cc1
6	5	1.8	/	16	-15[20 µM]	6	0	5	N#C/C(=C\c1cn(Cc2ccccc2C#N)c2ccccc12)C(=O)NCc1cccs1
0	-1	-0.5	-0.0019	8	-11	0	-2	-1	CCN(C(=O)CSc1cc(C)c2ccccc2n1)c1c(N)n(Cc2ccccc2)c(=O)[nH]c1=O
-4	-25	0.2	/	7	-22	-5	0	8	O=C(OCc1nnc(-c2ccccc2)o1)c1ccc2c(c1)OCCO2

(cont.)
p97 inhibitor	FXIa inh 1536	PERK inh	Cl transport mod	FXIIa inh 1536	Furin inh	thrombin 1536	Wee1 stabilizer	KLK5 inh	compound
0	3	1.4	0.3	12	-24	-2	0	18	Brc1ccc(-c2noc(C3CCCCC3)n2)cc1
-1	-3	0.9	0.64	5	-23	-2	0	2	CC(C)NC(=O)c1ccccc1S(=O)c1ccccc1C#N (centres undefined)
0	-2	-0.2	-0.95	4	-5	-8	6	-15	CN1/C(=C\C(=O)CSc2nnc(N)s2)C(C)(C)c2ccccc21
-1	-2	1.6	0.96	8	-14	-6	3	1	O=C1CN=CN=CN1c1ccc(Cl)cc1Cl
-8	6	-0.2	-1.1	12	-6	0	2	6	CCCCCOC(=O)C(C)c1c(C)[nH]c(=S)[nH]c1=O (centres undefined)
4	7	-0.6	-0.17	3	-13	-4	9.0*	-9	C=CCc1cc(/C=C/c2nc(O)c([N+](=O)[O-])c(=O)[nH]2)cc(OC)c1O
